SKN-1 inh – inhibitors of C. elegans SKN-1; AID 624304; C. elegans VP596 Pgst-4::GFP/RFP ratio, acrylamide-induced, 24 h; hit rate 0.49% among 360,000; inhibition, % at 21.8 µM;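 active = interference check ratio from 0.5 to 1.5 plus GFP to RFP signal ratio inhibition reaching or exceeding a fixed threshold, cut at about 30% in these data, passing the limit was not always enough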; note: some compounds called inactive have numbers as strong as hits
CendR NRP1 mod – modulators of CendR peptide binding to human neuropilin-1; O14786; FAM-RPARPAR peptide binding to NRP-1, fluorescence polarization; inhibition, % at 25 µM; hit rate 0.85% among 360,000; AID 602438;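 active = inhibition or corrected inhibition above about 18%, plus a signal ratio from 0.5 to 1.5, limit read from the data, passing the limit was not always enough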; note: strong numbers were not always called active
Target sequence (O14786 whole entry, looked up): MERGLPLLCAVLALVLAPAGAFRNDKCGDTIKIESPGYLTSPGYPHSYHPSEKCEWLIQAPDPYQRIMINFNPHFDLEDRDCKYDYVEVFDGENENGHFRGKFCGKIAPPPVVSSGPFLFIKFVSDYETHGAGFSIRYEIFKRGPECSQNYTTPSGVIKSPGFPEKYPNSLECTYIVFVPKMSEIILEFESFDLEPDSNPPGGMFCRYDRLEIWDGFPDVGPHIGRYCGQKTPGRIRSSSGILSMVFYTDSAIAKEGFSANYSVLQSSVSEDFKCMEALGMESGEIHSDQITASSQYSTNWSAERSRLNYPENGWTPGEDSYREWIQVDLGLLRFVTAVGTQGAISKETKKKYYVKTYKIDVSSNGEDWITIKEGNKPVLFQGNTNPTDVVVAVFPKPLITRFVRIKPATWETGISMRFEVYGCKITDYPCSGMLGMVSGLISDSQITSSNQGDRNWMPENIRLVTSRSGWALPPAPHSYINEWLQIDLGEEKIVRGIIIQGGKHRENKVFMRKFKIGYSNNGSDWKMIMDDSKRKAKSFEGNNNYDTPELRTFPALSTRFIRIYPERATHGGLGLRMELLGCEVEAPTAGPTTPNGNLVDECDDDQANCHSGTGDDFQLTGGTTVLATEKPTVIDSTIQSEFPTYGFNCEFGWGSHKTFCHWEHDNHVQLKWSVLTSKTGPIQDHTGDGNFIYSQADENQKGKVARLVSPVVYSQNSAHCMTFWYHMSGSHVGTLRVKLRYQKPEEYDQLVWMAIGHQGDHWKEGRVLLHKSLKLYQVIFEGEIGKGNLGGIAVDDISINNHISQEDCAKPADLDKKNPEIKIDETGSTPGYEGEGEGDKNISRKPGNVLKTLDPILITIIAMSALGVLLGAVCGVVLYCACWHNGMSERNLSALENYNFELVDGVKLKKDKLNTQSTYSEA
MsrA inhibitor – bovine MsrA inhibition; purified bovine MsrA, absorbance read-out; inhibition, % at 15.5 µM; hit rate 0.75% among 360,000; in the data active = inhibition above about 4.5%;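 note: 0% = vehicle wells with enzyme and 100% = reference inhibitor wells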
eLon inh – E. coli protease La inhibition | P0A9M0 | inhibition, % at 7.94 µM | hit rate 0.42% among 360,000 | purified E. coli Lon protease, fluorescence polarization | AID 602123; in the data active = inhibition above about 13%, passing the limit was not always enough;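 note: 0% = enzyme with probe and DMSO and 100% = no enzyme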
MT1-MMP act inh – blocks activation of human MT1-MMP. HT1080 RFP-PRO-GFP cells, GFP/RFP ratio fluorescence, overnight; percent of plate control window, DMSO zero. GFP/RFP ratio change, % at 20 µM. hit rate 0.061% among 360,000. AID 651647;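 active = GFP/RFP ratio change of at least 30% with cell ATP level not reduced by more than half and red fluorescence within 50% of control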; note: strong numbers were not always called active
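Assay system – RFP-PRO-GFP reporter HT1080 cells · Compound dosing – single dose of 20 µM compound, 1% DMSO final · Incubation – overnight compound exposure at 37 °C · Measure – GFP/RFP fluorescence ratio · Benchmarks – DMSO wells and RFP-L50D-GFP cells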
Neddyl block – blocks human cullin neddylation; P61081+Q13564; TR-FRET cullin neddylation, biochemical; AID 651699; hit rate 0.58% among 360,000; calls only at 25 µM; in the data active = inhibition above about 36%
Rin1-Abl PPI inh – inhibitors of human Rin1-Abl protein interaction; P00519+Q13671; TR-FRET Rin1/Abl binding, biochemical; inhibition, % at 7.35 µM; hit rate 0.4% among 360,000; AID 588664; in the data active = inhibition above about 5%, passing the limit was not always enough
bovine MsrA act – bovine methionine sulfoxide reductase A activation | purified bovine MsrA, absorbance read-out | activation, % at 10.6 µM | hit rate 0.3% among 360,000 | AID 602163; in the data active = activation above about 7.5%;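 note: 0% = vehicle and 100% = reference activator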
FAS TE block – inhibitors of human fatty acid synthase thioesterase domain. inhibition, % at 15 µM. P49327. hit rate 0.67% among 360,000. recombinant FAS-TE, OMFH fluorogenic substrate, fluorescence endpoint;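 active = compounds whose normalised, plate-corrected inhibition of enzyme fluorescence in the single-dose primary screen is 50% or more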;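 note: 0% = DMSO with enzyme and 100% = substrate without enzyme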
Numbers without * were called inactive; & = joins results of further samples.

How did C=CCOCCN(CCOCC=C)C1=NS(=O)(=O)c2ccccc21 do in these assays?
SKN-1 inh: 1; CendR NRP1 mod: 7; MsrA inhibitor: 0.5; eLon inh: -2; MT1-MMP act inh: -3; Neddyl block: inactive; Rin1-Abl PPI inh: 3; bovine MsrA act: -2; FAS TE block: -2

How did CCCCCc1nc2c(c(=O)c3ccccc3n2C)c(=O)n1Cc1ccc(OC)cc1 do in these assays?
SKN-1 inh: -5; CendR NRP1 mod: -2; MsrA inhibitor: -0.5; eLon inh: 4; MT1-MMP act inh: -1; Neddyl block: inactive; Rin1-Abl PPI inh: 0; bovine MsrA act: -11; FAS TE block: 9

Results for CCOc1ccc(N2CC(C(=O)NCCN3C(=O)S/C(=C/c4cccnc4)C3=O)CC2=O)cc1 (configuration not stated) ?
SKN-1 inh: -4; CendR NRP1 mod: -5; MsrA inhibitor: 5.0*; eLon inh: 7; MT1-MMP act inh: -6; Neddyl block: inactive; Rin1-Abl PPI inh: 2; bovine MsrA act: -4; FAS TE block: -7

How did Nc1nc(NCC(=O)O)nc(N2CCCCCC2)c1[N+](=O)[O-] do in these assays?
SKN-1 inh: -7; CendR NRP1 mod: 10; MsrA inhibitor: 2.4; eLon inh: 5; MT1-MMP act inh: 3; Neddyl block: inactive; Rin1-Abl PPI inh: 6; bovine MsrA act: -8; FAS TE block: -5

Results for CCc1nnc(NC(=O)CCC(=O)N2CCN(C3CCCCC3)CC2)s1 ?
SKN-1 inh: -1; CendR NRP1 mod: 12; MsrA inhibitor: 0.4; eLon inh: 3; MT1-MMP act inh: 1; Neddyl block: inactive; Rin1-Abl PPI inh: 3; bovine MsrA act: -3; FAS TE block: -9

Results for Cc1cccc(CN2CCC(C(=O)Nc3ccc(-n4nc(C)cc4C)cc3)CC2)n1 ?
SKN-1 inh: 2; CendR NRP1 mod: 2; MsrA inhibitor: -0.7; eLon inh: 4; MT1-MMP act inh: 1; Neddyl block: inactive; Rin1-Abl PPI inh: 0; bovine MsrA act: -3; FAS TE block: -5

Results for CO/N=C/c1ccc(N2CCN(C(=O)c3ccc(C)cc3)CC2)c([N+](=O)[O-])c1 ?
SKN-1 inh: -7; CendR NRP1 mod: -5; MsrA inhibitor: 1.2; eLon inh: -10; MT1-MMP act inh: 6; Neddyl block: inactive; Rin1-Abl PPI inh: -5; bovine MsrA act: -3; FAS TE block: 8

Results for C=CCNC(=S)Nc1cc(S(=O)(=O)N2CCOCC2)ccc1-n1cncn1 ?
SKN-1 inh: 2; CendR NRP1 mod: -6; MsrA inhibitor: 0.4; eLon inh: -19; MT1-MMP act inh: 4; Neddyl block: inactive; Rin1-Abl PPI inh: 0; bovine MsrA act: -4; FAS TE block: -10

Results for CCNC(=S)NNC(=O)CC(C)C ?
SKN-1 inh: -1; CendR NRP1 mod: -2; MsrA inhibitor: -1.2; eLon inh: -10; MT1-MMP act inh: 3; Neddyl block: inactive; Rin1-Abl PPI inh: 0; bovine MsrA act: -3; FAS TE block: -4

Results for CSCC[C@H](NC(=O)[C@@H]1CSC2c3ccccc3C(=O)N21)C(=O)NCc1ccco1 (some centres not stated) ?
SKN-1 inh: 15; CendR NRP1 mod: -4; MsrA inhibitor: 1.8; eLon inh: -1; MT1-MMP act inh: 0; Neddyl block: inactive; Rin1-Abl PPI inh: -5; bovine MsrA act: -1; FAS TE block: -7

What do the screens show for `COc1ccc(NC(=O)CCCSc2ccccc2)cc1S(N)(=O)=O`?
SKN-1 inh: -8; CendR NRP1 mod: 20; MsrA inhibitor: -0.6; eLon inh: 7; MT1-MMP act inh: 1; Neddyl block: inactive; Rin1-Abl PPI inh: 1; bovine MsrA act: -1; FAS TE block: -5

How did CC(C)Cc1nc(Cl)c(C#N)c2c1CCC2 do in these assays?
SKN-1 inh: 19; CendR NRP1 mod: 3; MsrA inhibitor: -1.6; eLon inh: 2; MT1-MMP act inh: 1; Neddyl block: inactive; Rin1-Abl PPI inh: -1; bovine MsrA act: -1; FAS TE block: 13

Brought forward from above: 2 entries, followed by the next part.
What do the screens show for `COc1ccc(NC(=O)CCCSc2ccccc2)cc1S(N)(=O)=O`?
SKN-1 inh: -8; CendR NRP1 mod: 20; MsrA inhibitor: -0.6; eLon inh: 7; MT1-MMP act inh: 1; Neddyl block: inactive; Rin1-Abl PPI inh: 1; bovine MsrA act: -1; FAS TE block: -5

How did CC(C)Cc1nc(Cl)c(C#N)c2c1CCC2 do in these assays?
SKN-1 inh: 19; CendR NRP1 mod: 3; MsrA inhibitor: -1.6; eLon inh: 2; MT1-MMP act inh: 1; Neddyl block: inactive; Rin1-Abl PPI inh: -1; bovine MsrA act: -1; FAS TE block: 13

Results for COC(=O)c1ccccc1NC(=O)CCn1c(=O)oc2ccccc21 ?
SKN-1 inh: -15; CendR NRP1 mod: -6; MsrA inhibitor: -1.1; eLon inh: 0; MT1-MMP act inh: -2; Neddyl block: inactive; Rin1-Abl PPI inh: 1; bovine MsrA act: -5; FAS TE block: -2

How did C=CCNC(=O)c1cc2sccc2n1C do in these assays?
SKN-1 inh: 3; CendR NRP1 mod: -6; MsrA inhibitor: -0.7; eLon inh: 3; MT1-MMP act inh: 0; Neddyl block: inactive; Rin1-Abl PPI inh: -2; bovine MsrA act: -12; FAS TE block: -4

Results for COCCN(C(=O)COC(=O)c1cc2c(s1)CCCC2)c1c(N)n(Cc2ccccc2)c(=O)[nH]c1=O ?
SKN-1 inh: 3; CendR NRP1 mod: 0; MsrA inhibitor: 0.7; eLon inh: -10; MT1-MMP act inh: -7; Neddyl block: inactive; Rin1-Abl PPI inh: 0; bovine MsrA act: 0; FAS TE block: -2

What do the screens show for `CCN(CC)CCNC(=O)c1ccc(Sc2ccc(Cl)cc2)c(NC(C)=O)c1`?
SKN-1 inh: 1; CendR NRP1 mod: -10; MsrA inhibitor: 0.9; eLon inh: -2; MT1-MMP act inh: 2; Neddyl block: inactive; Rin1-Abl PPI inh: 2; bovine MsrA act: -4; FAS TE block: -3

What do the screens show for `Cc1ccc(NC(=O)c2ccc(F)cc2F)cc1NS(C)(=O)=O`?
SKN-1 inh: 8; CendR NRP1 mod: 2; MsrA inhibitor: 1.0; eLon inh: -5; MT1-MMP act inh: 4; Neddyl block: inactive; Rin1-Abl PPI inh: -2; bovine MsrA act: -6; FAS TE block: -3

Results for COc1ccc(S(=O)(=O)Oc2cccc(C(=S)N3CCOCC3)c2)cc1 ?
SKN-1 inh: -2; CendR NRP1 mod: -13; MsrA inhibitor: 1.0; eLon inh: 1; MT1-MMP act inh: -5; Neddyl block: inactive; Rin1-Abl PPI inh: -3; bovine MsrA act: -3; FAS TE block: 13

How did Cc1cc(NC(=O)CCC(=O)N(c2ccccc2)C(C(=O)NC2CCCC2)c2cccs2)no1 (configuration not stated) do in these assays?
SKN-1 inh: -4; CendR NRP1 mod: 20*; MsrA inhibitor: 1.2; eLon inh: -1; MT1-MMP act inh: 5; Neddyl block: inactive; Rin1-Abl PPI inh: 0; bovine MsrA act: 1; FAS TE block: -10

How did Cc1ccc2[nH]c3c(=O)n(N)c(C)nc3c2c1 do in these assays?
SKN-1 inh: 2; CendR NRP1 mod: 4; MsrA inhibitor: 0.4; eLon inh: -4; Neddyl block: active; Rin1-Abl PPI inh: 1; bovine MsrA act: -15; FAS TE block: -3

Results for CN(C)S(=O)(=O)c1cccc(NC(=O)CCc2nc3cc(S(=O)(=O)N4CCOCC4)ccc3n2C)c1 ?
SKN-1 inh: 0; CendR NRP1 mod: 13; MsrA inhibitor: 0.5; eLon inh: 1; MT1-MMP act inh: 1; Neddyl block: inactive; Rin1-Abl PPI inh: -1; bovine MsrA act: -12; FAS TE block: 5

What do the screens show for `COc1ccc(C2(c3ccc(OC)cc3)NC(=O)N(CC(=O)NC(C)C)C2=O)cc1`?
SKN-1 inh: 17; CendR NRP1 mod: 12; MsrA inhibitor: -0.1; eLon inh: -3; MT1-MMP act inh: -3; Neddyl block: inactive; Rin1-Abl PPI inh: 4; bovine MsrA act: -3; FAS TE block: -5

Results for COc1ccc(C(=O)/C=C/c2ccc3c(c2)OCCO3)cc1 ?
SKN-1 inh: 7; CendR NRP1 mod: 1; MsrA inhibitor: 2.5; eLon inh: 2; MT1-MMP act inh: 1; Neddyl block: inactive; Rin1-Abl PPI inh: 0; bovine MsrA act: -4; FAS TE block: 12

Results for COc1ccc(-c2nc3ccc(Br)cn3c2Cc2cccc(Cl)c2)cc1OC ?
SKN-1 inh: 4; CendR NRP1 mod: -12; MsrA inhibitor: 0.4; eLon inh: -7; MT1-MMP act inh: 6; Neddyl block: inactive; Rin1-Abl PPI inh: -20; bovine MsrA act: -2; FAS TE block: 8

What do the screens show for `CC(C)C(=O)Nc1nnc(S(=O)(=O)N(C)c2ccc(Cl)cc2)s1`?
SKN-1 inh: 7; CendR NRP1 mod: 0; MsrA inhibitor: -1.2; eLon inh: 9; MT1-MMP act inh: 1; Neddyl block: inactive; Rin1-Abl PPI inh: -4; bovine MsrA act: 1; FAS TE block: 0

What do the screens show for `CC(=O)Nc1ccc(NC(=O)c2ccc(NC(=O)c3ccccc3)cc2)cc1`?
SKN-1 inh: 5; CendR NRP1 mod: -6; MsrA inhibitor: 2.0; eLon inh: -4; MT1-MMP act inh: -1; Neddyl block: inactive; Rin1-Abl PPI inh: -4; bovine MsrA act: -4; FAS TE block: -6

What do the screens show for `CC1(C(=O)Nc2cccc(C(F)(F)F)c2)Cc2c(-c3cccc(C(F)(F)F)c3)ccnc2O1` (configuration not stated)?
SKN-1 inh: -1; CendR NRP1 mod: -8; MsrA inhibitor: -0.9; eLon inh: -2; MT1-MMP act inh: 1; Neddyl block: inactive; Rin1-Abl PPI inh: 1; bovine MsrA act: 1; FAS TE block: 14

Results for N#Cc1ccc(CSCC(=O)O)cc1 ?
SKN-1 inh: 6; CendR NRP1 mod: 0; MsrA inhibitor: 0.0; eLon inh: 8; MT1-MMP act inh: 1; Neddyl block: inactive; Rin1-Abl PPI inh: 1; bovine MsrA act: -1; FAS TE block: -8

How did Cc1ccc(C2C3=C(CC(C)(C)CC3=O)OC3=C2C(=O)CC(C)(C)C3)cc1 do in these assays?
SKN-1 inh: -2; CendR NRP1 mod: 5; MsrA inhibitor: 1.1; eLon inh: 2; MT1-MMP act inh: 0; Neddyl block: inactive; Rin1-Abl PPI inh: -2; bovine MsrA act: -3; FAS TE block: 7

What do the screens show for `COCCNC(=O)C1CCCN(Cc2ccccc2)CC1` (configuration not stated)?
SKN-1 inh: 4; CendR NRP1 mod: -3; MsrA inhibitor: 0.7; eLon inh: -4; MT1-MMP act inh: -2; Neddyl block: inactive; Rin1-Abl PPI inh: 1; bovine MsrA act: -1; FAS TE block: -7

How did O=C1CN(c2ccc(Cl)cc2)C2(CCCCC2)S1 do in these assays?
SKN-1 inh: 6; CendR NRP1 mod: -11; MsrA inhibitor: -0.1; eLon inh: -17; MT1-MMP act inh: 5; Neddyl block: inactive; Rin1-Abl PPI inh: -1; bovine MsrA act: 0; FAS TE block: 1

What do the screens show for `C/C(N)=C(/C#N)C(=O)CSc1n[nH]c(-c2ccccc2Br)n1`?
SKN-1 inh: 1&-14; CendR NRP1 mod: 10&-1; MsrA inhibitor: -0.4&-0.1; eLon inh: -4&-2; MT1-MMP act inh: 2&3; Neddyl block: inactive; Rin1-Abl PPI inh: 2&1; bovine MsrA act: -12&-2; FAS TE block: -2&-7

What do the screens show for `COc1cccc(-c2nn(-c3ccccc3)cc2CO)c1`?
SKN-1 inh: 5; CendR NRP1 mod: 4; MsrA inhibitor: -0.4; eLon inh: -11; MT1-MMP act inh: 2; Neddyl block: inactive; Rin1-Abl PPI inh: 0; bovine MsrA act: -3; FAS TE block: 3

What do the screens show for `O=C(NCc1ccccc1)c1ccc2nccnc2c1`?
SKN-1 inh: 5; CendR NRP1 mod: -6; MsrA inhibitor: 2.2; eLon inh: -6; MT1-MMP act inh: -7; Neddyl block: inactive; Rin1-Abl PPI inh: -2; bovine MsrA act: -3; FAS TE block: -10

Source: PubChem BioAssay
